CHT block = human CHT choline transport inhibition. Q9GZV3. CHT-expressing cells, membrane potential dye, choline response; hits give low values. B-score at 10 µM. 0.86% of 310,000 active. AID 488975;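 active means B-score over 3 SD under the library average, and starting fluorescence ratio not unusually high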;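 further: choline stimulus applied at its EC90 after an EC20 pre-addition; B-score computed on integrated fluorescence ratio after choline addition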
Target sequence (Q9GZV3 whole entry, looked up): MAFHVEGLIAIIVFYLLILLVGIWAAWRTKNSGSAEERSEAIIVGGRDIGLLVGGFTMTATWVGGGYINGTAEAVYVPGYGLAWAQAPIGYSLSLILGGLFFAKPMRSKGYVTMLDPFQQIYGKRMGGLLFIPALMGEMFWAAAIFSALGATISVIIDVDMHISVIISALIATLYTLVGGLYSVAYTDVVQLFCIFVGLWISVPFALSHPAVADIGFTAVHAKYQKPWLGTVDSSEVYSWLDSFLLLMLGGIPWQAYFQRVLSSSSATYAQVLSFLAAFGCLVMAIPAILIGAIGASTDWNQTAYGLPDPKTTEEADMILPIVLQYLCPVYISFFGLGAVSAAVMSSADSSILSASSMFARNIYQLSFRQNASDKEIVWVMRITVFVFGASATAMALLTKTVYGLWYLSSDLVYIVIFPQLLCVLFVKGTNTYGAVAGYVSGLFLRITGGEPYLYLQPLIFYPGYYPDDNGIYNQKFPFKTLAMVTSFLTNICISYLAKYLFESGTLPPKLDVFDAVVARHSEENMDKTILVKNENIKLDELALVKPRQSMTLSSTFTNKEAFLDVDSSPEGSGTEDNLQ
CHT PAM = allosterically activates the human high affinity choline transporter; Q9GZV3; CHT-expressing cells, membrane potential dye, choline EC20; hits give high values; LV-AA mutant CHT in HEK293 cells; B-score at 10 µM; 0.49% of 310,000 active;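 active means initial fluorescence not abnormally high and integrated response B-score, plate-corrected, over 3 SD above library mean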
The depositor's hits bear a star; i = inactive.

SMILES	CHT block	CHT PAM
COc1cc(C2Nc3ccccc3C(=O)N2c2ccc(Cl)cc2)c(Cl)cc1OCC(=O)O (stereo not given)	i	i
Cc1c(-c2ccccc2)c(=O)oc2ccc(O)cc12	i	i
CN1C(=O)N(CN2CCCCC2)C2C1N(C)C(=O)N2CN1CCCCC1 (stereo not given)	i	i
O=C1OC(Cc2ccccn2)C(O)=C1C1=NCCCCN1 (stereo not given)	i	i
CC(C)N1C(=O)N(c2ccc(Cl)cc2)C(C)(O)CC1(C)C (stereo not given)	i	i
O=C(/C=C/c1ccccc1[N+](=O)[O-])NCCc1ccc(F)cc1	i	i
CCCCC(=O)N(c1ccc(OC)cc1)C1C=CS(=O)(=O)C1 (stereo not given)	i	i
Cn1cc(C(=O)N/N=C/C=C/c2ccccc2)ccc1=O	i	i
COc1ccc(CCNC(=O)c2nonc2N)cc1	i	i
Cc1cccc(N2CCN(C(=O)C3CCCCC3)CC2)c1C	i	i
CC(C)NCC(O)COc1c(F)cc(Br)cc1F (stereo not given)	i	i
COCCNC(=O)C(NC(=O)C1CCCCC1)C12CC3CC(CC(C3)C1)C2 (stereo not given)	i	i
CC(C)N(Cc1nccn1C)C(=O)CC1C(=O)NCCN1Cc1ccc(F)cc1 (stereo not given)	i	i
C=CCNS(=O)(=O)c1ccc(N2C(=O)c3ccccc3C2=O)cc1	-6.5*	i
CN(C)c1ccc(/C=N/NC(=O)c2ccc3c(c2)OCCO3)cc1	i	i
O=C(CCCOC(=O)c1ccc(O)cc1O)c1ccc(F)cc1	i	i
O=C(Nn1cnnc1)c1cc(Br)ccc1Cl	i	i
CNc1cc(CSC)nc(SCc2ccc(Cl)c(Cl)c2)n1	i	i
CC(=O)n1cc(-c2ccncc2)c2ccccc21	i	6.5*
CC1CCc2nc(NC(=O)CN3CCOCC3)sc2C1 (stereo not given)	i	i
Cc1ccnc2nc(C(=O)Nc3ccc4c(c3)OCO4)nn12	i	i
Cc1sc(NC(=O)Cc2ccc3c(c2)OCO3)nc1-c1ccc2c(c1)CCN2C(=O)c1cccc(F)c1	i	i
O/N=C/c1cc(Br)cs1	i	i
COc1cccc(CN2C(=O)CCC2(C)C(=O)NCCc2ccc(OC)c(OC)c2)c1 (stereo not given)	i	i
CCc1ccc(C2=NN(CCC(=O)NCC3CCCO3)C(=O)CC2)cc1 (stereo not given)	i	i
COc1ccccc1OCc1ccc(C(=O)N2CCCCC2)o1	i	i
CC(C)(C)NCC1(CO)SC(N)=NC1=O (stereo not given)	i	i
CCN1CCN(Cc2cccc(Oc3ccccc3)c2)CC1	i	i
Cc1ccc(OCC(=O)Nc2ccc(NC(=O)c3ccccc3)c(C)c2)cc1	i	i
Cc1ccc(S(=O)(=O)Nc2ccc3c(c2)n(C)c(=O)n3C)c(C)c1	i	i
O=C(Nn1cnnc1)c1ccncc1	i	i
CN(CC(=O)Nc1ccc(Cl)cc1)C(=O)c1cccc(S(=O)(=O)NCc2ccccc2)c1	i	i
CCCC(=O)N(c1ccc2oc(=O)sc2c1)S(=O)(=O)c1cccs1	i	i
Cc1ccc(/C=C2/C(=N)N3N=C(CC(=O)N4CCCC4)SC3=NC2=O)cc1	i	i
Cc1ccc(C2=NC3(CCCCC3)NC2=S)cc1	i	i
Cc1c(C(=O)Nc2ccc(-c3nnc4n3CCCCC4)cc2)oc2c1ccc1ccccc12	i	i

Record cards, from the list above. Screens in order: CHT block | CHT PAM
CC(=O)n1cc(-c2ccncc2)c2ccccc21 in the list: i | 6.5*
Cc1ccc(C2=NC3(CCCCC3)NC2=S)cc1 in the list: i | i
CN1C(=O)N(CN2CCCCC2)C2C1N(C)C(=O)N2CN1CCCCC1 (stereo not given) in the list: i | i

The results go on.
SMILES	CHT block	CHT PAM
O=C(C1=C[C@@H](C2CC2)C[C@@H](OCc2ccc(CO)cc2)O1)N1CCN(Cc2ccc3c(c2)OCO3)CC1	i	i
COc1ccc(S(=O)Cc2ccc(C(=O)N3CCN(c4cccc(C)c4C)CC3)o2)cc1 (stereo not given)	i	i
O=C(NC1CCCCCC1)c1nc2ncccn2n1	i	i
COc1ccc(C(=O)c2cc(C(C)=O)c(Nc3ccccc3)s2)cc1	i	i
Fc1cccc2sc(Nc3nnc(-c4ccco4)o3)nc12	i	i
O=[N+]([O-])c1ccc(O)c(P(=O)(c2ccccc2)c2ccccc2)c1	i	i
CCCCN1C2=C(C(=O)CC(C)(C)C2)C(c2ccccc2)C2=C1c1ccccc1C2=O (stereo not given)	i	i
CCOC(=O)N1CCN(Cc2nc(N)nc(Nc3ccc(Cl)cc3)n2)CC1	i	i
Cc1cccc(Nc2nc(NCc3ccco3)nc(N3CCOCC3)n2)c1	i	i
Cn1c(SCC(=O)C(C)(C)C)nnc1-c1ccccn1	i	i
Cc1ccc(CC2C(=O)N(c3nc(C)cc(C)n3)C(=O)C2C)cc1 (stereo not given)	i	i
O=C(/C=N/O)Nc1ccc2sc3ccccc3c2c1	i	i
O=C(O)c1cc(-c2ccc(N3CCOCC3)cc2)nn1-c1ccc(F)cc1F	i	i
COc1ccc(NC(=O)C2CCN(S(=O)(=O)c3ccc(C)cc3)CC2)cc1OC	i	i
CC1CCc2c(sc3nn[nH]c(=O)c23)C1 (stereo not given)	i	i
CC(C)(CNC(=O)c1cccc(NS(=O)(=O)c2ccc(Br)cc2)c1)N1CCOCC1	i	i
COc1ccc(C(=O)N(C(C)C)C(C)C)c(OC)c1	i	i
CCC(C)N(CCNC(=O)CC1Oc2ccccc2NC1=O)C1CCCCC1 (stereo not given)	i	i
Cc1ccc(SCc2ccc(C(=O)Nc3cccc([N+](=O)[O-])c3C)cc2)cc1	i	i
CSCC(=O)N1CCC(Oc2cccc(C(=O)NCc3ccccn3)c2)CC1	i	i
CCC(=O)N1N=C(c2c(-c3ccccc3)c3cc(Cl)ccc3[nH]c2=O)CC1c1ccco1 (stereo not given)	i	i
CC1CCCC(C)N1S(=O)(=O)c1ccc(Cl)cc1 (stereo not given)	i	i
Cc1c(C(=O)NCc2ccc3c(c2)OCO3)sc2nc(-c3ccc(F)cc3)cn12	i	i
CCOc1cccc(-c2c(C(=O)N/N=C/c3c(F)cccc3Cl)nnn2-c2nonc2N)c1	i	i

The last two records of the part before are carried over, then new ones follow:
SMILES	CHT block	CHT PAM
Cc1c(C(=O)NCc2ccc3c(c2)OCO3)sc2nc(-c3ccc(F)cc3)cn12	i	i
CCOc1cccc(-c2c(C(=O)N/N=C/c3c(F)cccc3Cl)nnn2-c2nonc2N)c1	i	i
C=CCn1c(SC(CCO)C(=O)NCc2ccco2)nc2sc3c(c2c1=O)CCC3 (stereo not given)	i	i
COc1ccc(C(O)Cn2c(=N)n(CCCN(C)C)c3ccccc32)cc1 (stereo not given)	i	i
COc1ccccc1OCCCCNCCO	i	i
O=C(CCC1CCCN(C(=O)c2ccccc2Cl)C1)N1CCN(c2ccccn2)CC1 (stereo not given)	i	i
Cc1ccc(-n2nc3c(=O)n(CC(=O)NCCc4ccc(Cl)cc4)nc(C)c3c2C)cc1	i	i
O=C(O)c1ccc(C(=O)c2ccc3c(c2)C(=O)N(Cc2ccco2)C3=O)cc1	i	i
CCCc1c(C(=O)Nc2ccc(F)cc2F)cnn1-c1ccccc1	i	i
Cc1ccc2c(c1)c1c3n2CCN(CC(N)=O)C3CCC1 (stereo not given)	i	i
Cc1ccc(NC(=O)CN2C(=O)NC(C)(c3ccc(Cl)cc3)C2=O)c(Br)c1 (stereo not given)	i	i
COCCNC(=S)NN=C1CCC(c2ccccc2)CC1 (stereo not given)	i	i
CCC1CCCCN1CCCNC(=O)CS(=O)Cc1nc(-c2ccc(OC)c(OC)c2)oc1C (stereo not given)	i	i
CN(CC(=O)Nc1c(Cl)cccc1Cl)C(=O)CC1Sc2ccccc2NC1=O (stereo not given)	i	i
CCN(CC)S(=O)(=O)c1ccc(C(=O)NCCc2cc3c(OC)ccc(OC)c3[nH]c2=O)cc1	i	i
Cc1noc(NC(=O)c2ccccc2)c1C#N	i	i
O=S(=O)(O)c1ccc(N=NNc2ccc(Br)cc2)cc1	i	i
O=C(CC1c2ccccc2Oc2ccccc21)NCc1ccco1	i	i
COc1ccccc1NC(=O)C(C)N1C(=O)c2ccccc2C1=O (stereo not given)	i	i
COc1ccccc1N1CCN(C(=O)CCc2ccc(S(=O)(=O)NCC(C)C)cc2)CC1	i	i
CC(=O)Nc1ccc(S(=O)(=O)Nc2ccc(S(=O)(=O)N3CCCC3)cc2)cc1	i	i
Cn1nnc(NC(=O)c2ccc(Br)o2)n1	i	i
CC1(C(=O)NC2CCCCCC2)CCC(=O)N1Cc1ccc2c(c1)OCO2 (stereo not given)	i	i
Nc1nc(-c2ccccn2)nc(N)c1Cc1c(F)cccc1Cl	i	i
COc1ccc(OC)c(-c2cc(C(=O)N/N=C(\C)c3cccnc3)c3ccccc3n2)c1	i	i
CC(=O)O/N=C/c1c(N2CCOCC2)n(C)c2ccccc12	i	i

An excerpt from above in order of molecular weight, high to low:
SMILES	CHT block	CHT PAM
CCN(CC)S(=O)(=O)c1ccc(C(=O)NCCc2cc3c(OC)ccc(OC)c3[nH]c2=O)cc1	i	i
O=S(=O)(O)c1ccc(N=NNc2ccc(Br)cc2)cc1	i	i
Nc1nc(-c2ccccn2)nc(N)c1Cc1c(F)cccc1Cl	i	i
COc1ccccc1NC(=O)C(C)N1C(=O)c2ccccc2C1=O (stereo not given)	i	i
CC(=O)O/N=C/c1c(N2CCOCC2)n(C)c2ccccc12	i	i
Cn1nnc(NC(=O)c2ccc(Br)o2)n1	i	i

Next structures follow.
SMILES	CHT block	CHT PAM
COc1ccc(C2CC(c3cccs3)=NN2c2ccc(C=O)cc2)cc1 (stereo not given)	i	i
COc1ccc(N2CCN(C(=O)c3sc4ncn(CC(=O)N5CCCCC5)c(=O)c4c3C)CC2)cc1	i	i
COc1ccc(Cc2nc3ccc(C(=O)NC(C)Cc4ncccc4C)cc3o2)cc1OC (stereo not given)	i	i
CC(=O)Oc1ccccc1C(=O)OCCN=C1NS(=O)(=O)c2ccccc21	i	i
Cc1cc(N(C)C)c(C#N)c(N2CCCCC2)n1	i	i
COc1ccc(OC)c(C2=NOC(C(=O)Nc3ccc4c(c3)OCCO4)C2)c1 (stereo not given)	i	i
CCCn1c(=S)[nH]c2cc(C(=O)N3CCc4ccccc43)ccc2c1=O	i	i
CCCC(O)(CCC)C(=O)NN(C(=O)OC)c1ccccc1	i	i
CCC(=O)N/N=C/c1ccc(-c2ccc(Cl)cc2)o1	i	i
COc1ccc(CC(=O)Nc2cccc(-c3nnc(-c4ccco4)o3)c2)cc1	i	i
CC1CCCC/C1=N\NC(=S)NCCc1ccccc1 (stereo not given)	i	i
CC(=O)N1CC=CC1(C)C(=O)NCc1cc(F)cc(C(F)(F)F)c1 (stereo not given)	i	i
CCn1c(CNC(=O)COc2ccc(C(C)C)cc2)nnc1SCC(=O)NC1CCCCC1C (stereo not given)	i	i
Cc1nc(COC(=O)c2ccc(S(=O)(=O)N3CCCC3)cc2)cs1	i	i
CCOc1cc(C(=O)Nc2ccc([N+](=O)[O-])cn2)cc(OCC)c1OCC	i	i
Cn1cccc1Cc1nnc(SCC(=O)Nc2ccc3c(c2)OCO3)n1CCc1ccccc1	i	i
O=C(NC(=S)Nc1c(F)cc(F)cc1Br)c1ccc2c(c1)OCCO2	i	i
Cc1ccc(O)c(C=Nc2cc(C)ccc2O)c1	i	i
O=C1CCc2ccc(NS(=O)(=O)c3ccc(F)cc3)cc2N1	i	i
COc1ccc(/C=C/c2nc(S(=O)(=O)c3ccccc3)c(N(C)C)o2)cc1OC	i	i
Nc1nc(NCC(=O)O)nc(NC2CCCCC2)c1[N+](=O)[O-]	i	i
COc1ccc(-n2ncc3c(NCc4ccccn4)ncnc32)cc1	i	i
N#Cc1ccc(C(=O)Nc2nc3ccccc3[nH]2)cc1	i	i
O=C(NNS(=O)(=O)c1ccccc1[N+](=O)[O-])c1cccnc1	i	i

Reprinted at random: three compounds from above, in no set order.
SMILES	CHT block	CHT PAM
Cc1nc(COC(=O)c2ccc(S(=O)(=O)N3CCCC3)cc2)cs1	i	i
Cn1cccc1Cc1nnc(SCC(=O)Nc2ccc3c(c2)OCO3)n1CCc1ccccc1	i	i
O=C(NNS(=O)(=O)c1ccccc1[N+](=O)[O-])c1cccnc1	i	i

Next section:
SMILES	CHT block	CHT PAM
Cc1nnc(C)n1/N=C/c1ccc(C(C)C)cc1	i	i
Cc1ccn2c(C(=O)NNC(=O)Nc3ccc(Cl)cc3)c(C)nc2c1	i	i
CC1Cn2c(nc3sc4c(c3c2=O)CCC4)N1CCO (stereo not given)	i	i
CCOC(=O)C1C(c2cccc(Cl)c2Cl)NC(=O)NC1(O)C(F)(F)F (stereo not given)	i	i
COCCNC(=O)C1CC(=O)N(c2ccc(F)c(Cl)c2)C1 (stereo not given)	i	i
Cc1ccc(NC(=O)CNCc2ccc(Cl)cc2Cl)cc1S(=O)(=O)N(C)C	i	i
C=CCN(CC=C)C(=O)c1ccccc1NC(=O)c1ccccc1C	i	i
CN(CC(O)COc1ccc(OCC(O)CN(C)C2CCCCC2)cc1)C1CCCCC1 (stereo not given)	i	i
OCC[C@H]1C[C@@H](O)[C@H](O)[C@@]2(CCc3ccccc3O2)O1	i	i
O=C1CCSc2cccc3cccc(c23)N1	i	i
Cn1nnnc1SCc1ccc(C(=O)Nc2ccccc2F)cc1	i	i
Cc1cc(C)c(C#N)c(Sc2ccccc2N)n1	i	i
C=CCNC(N)=S	i	i
O=C(Cc1cc(=O)oc2cc(O)ccc12)NC(Cc1ccc(Cl)cc1)C(=O)O (stereo not given)	i	i
COc1cc(/C=C(\NC(C)=O)C(=O)O)cc(OC)c1OC	i	i
O=C(O)CSCC(=O)N1CCN(c2ccnc3cc(Cl)ccc23)CC1	i	i
CCN(CC)S(=O)(=O)c1ccc(N2CCOCC2)c(NC(=O)C(C)(C)C)c1	i	i
CCOC(=O)N1CCN(Cc2nnc(-c3cccc(Br)c3)o2)CC1	i	i
